GIRK2 activator – Activates human GIRK2-containing potassium channels; activation (% efficacy), % for hits at 37.5 µM; HEK293 GIRK2/NPY4 cells, thallium flux fluorescence; 34,000 tested, under 10 active; P48051;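 active means primary screen hit, no activity in plain HEK293 cells, and in GIRK2-only cells above 5% efficacy rising with concentration; inactive means the rest, including fluorescent compounds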;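 further: efficacy is normalized control-subtracted fluorescence 15 s after thallium addition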
Target sequence (P48051 whole entry, looked up): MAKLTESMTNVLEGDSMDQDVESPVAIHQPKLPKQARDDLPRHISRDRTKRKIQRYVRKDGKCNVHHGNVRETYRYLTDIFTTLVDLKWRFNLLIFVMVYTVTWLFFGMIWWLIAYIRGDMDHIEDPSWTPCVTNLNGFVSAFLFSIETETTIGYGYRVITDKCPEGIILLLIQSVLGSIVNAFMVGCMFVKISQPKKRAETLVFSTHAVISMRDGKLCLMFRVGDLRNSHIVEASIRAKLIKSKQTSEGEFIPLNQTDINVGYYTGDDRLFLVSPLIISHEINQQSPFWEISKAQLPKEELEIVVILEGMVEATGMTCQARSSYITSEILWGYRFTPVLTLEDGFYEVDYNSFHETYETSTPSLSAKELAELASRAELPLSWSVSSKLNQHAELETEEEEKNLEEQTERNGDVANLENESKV
Calls only; i = inactive. This is a subset; rates above refer to the full screens.

The opening 7 compounds as a preview:
Structure	GIRK2 activator
CCn1ccnc1N1CCN(C(=O)c2ccc(C(F)(F)F)cc2)CC1	i
Cc1nc2ccc(NS(=O)(=O)Cc3ccccc3)cc2c(=O)n1-c1ccc(F)cc1	i
O=S(=O)(NCC#CCN1CCc2ccccc2C1)c1ccc(Br)s1	i
O=C(CCCS(=O)(=O)c1ccccc1)Nc1nc(-c2ccc(Cl)cc2Cl)cs1	i
Cc1cccc(Oc2coc3cc(OCC(O)Cn4nc(C)c(C)c4C)ccc3c2=O)c1 (stereo not drawn)	i
O=C(Nc1ccc(F)cc1)N1CCC(c2nnc(C3CC3)o2)CC1	i
O=C(NCC1(c2cccs2)CCCC1)c1ccco1	i

All compounds of this part, from the first entry:
Structure	GIRK2 activator
CCn1ccnc1N1CCN(C(=O)c2ccc(C(F)(F)F)cc2)CC1	i
Cc1nc2ccc(NS(=O)(=O)Cc3ccccc3)cc2c(=O)n1-c1ccc(F)cc1	i
O=S(=O)(NCC#CCN1CCc2ccccc2C1)c1ccc(Br)s1	i
O=C(CCCS(=O)(=O)c1ccccc1)Nc1nc(-c2ccc(Cl)cc2Cl)cs1	i
Cc1cccc(Oc2coc3cc(OCC(O)Cn4nc(C)c(C)c4C)ccc3c2=O)c1 (stereo not drawn)	i
O=C(Nc1ccc(F)cc1)N1CCC(c2nnc(C3CC3)o2)CC1	i
O=C(NCC1(c2cccs2)CCCC1)c1ccco1	i
COc1ccccc1NC(=O)N1CCC(CNC(=O)C(=O)Nc2ccccc2C#N)CC1	i
COc1ccccc1-c1ccc(=O)n(CC(=O)N2CCN(c3ccccc3)CC2)n1	i
COc1ccc(OCC(O)CN2CCN(c3cccc(C(F)(F)F)c3)CC2)cc1 (stereo not drawn)	i
COc1cccc(C(=O)Nc2cc3c4c(c2)CCC(=O)N4CCC3)c1OC	i
O=C(Nc1ccc(S(=O)(=O)N2CCN(c3cnccn3)CC2)cc1)c1ccccc1C(F)(F)F	i
O=C(NCCn1nc(-c2cccnc2)ccc1=O)C1c2ccccc2Oc2ccccc21	i
O=C(NCC(O)Cc1ccccc1)c1ccc(F)c(F)c1 (stereo not drawn)	i
COc1ccccc1NC(=O)N1CCC(CNC(=O)c2nc3ccccc3s2)CC1	i
Cc1cccc2sc(NC(=O)c3cc(=O)c(OCc4ccc(F)cc4)co3)nc12	i
O=C(c1cccc(-n2cnnn2)c1)N1CCN(c2ccc(-c3ccccn3)nn2)CC1	i
Cc1nnc2ccc(N3CCN(S(=O)(=O)c4ccccc4Cl)CC3)nn12	i
Cc1ccccc1OCC(=O)NCCC(O)c1ccccc1 (stereo not drawn)	i
CCC(C)(C)OCC(O)CN1C(C)(C)CCCC1(C)C (stereo not drawn)	i

4 compounds drawn at random from the list so far, as already listed:
Structure	GIRK2 activator
COc1cccc(C(=O)Nc2cc3c4c(c2)CCC(=O)N4CCC3)c1OC	i
O=C(c1cccc(-n2cnnn2)c1)N1CCN(c2ccc(-c3ccccn3)nn2)CC1	i
O=C(NCCn1nc(-c2cccnc2)ccc1=O)C1c2ccccc2Oc2ccccc21	i
CCC(C)(C)OCC(O)CN1C(C)(C)CCCC1(C)C (stereo not drawn)	i

Next part:
Structure	GIRK2 activator
COc1ccccc1OCC(O)CN1CCN(c2ccccc2OC)CC1 (stereo not drawn)	i
COc1cc(N2CCN(S(=O)(=O)c3cccc(C)c3)CC2)nc(OC)n1	i
CCOC(=O)c1cc(C(C)C)[nH]n1	i
COc1cc(OC)cc(C(=O)N2CCN(c3ccc(-c4ccncc4)nn3)CC2)c1	i
O=C(NCc1cccs1)N1CCC(c2nc3ccccc3[nH]2)CC1	i
CN(C)C(=O)Cc1ccc(NC(=O)c2ccc(F)cc2Cl)cc1	i
CS(=O)(=O)c1ccc(NC(=O)Cn2c(-c3ccc(F)cc3)ncc(C#N)c2=O)cc1	i
O=C(NCc1ccco1)C1CN(C(=O)COc2ccccc2F)C1	i
O=C(NCC1CCN(c2ccccn2)CC1)c1cc2ccccc2oc1=O	i
CS(=O)(=O)N1CCC(CNC(=O)C2CCC2)CC1	i
COC(=O)c1ccc(NC(=O)c2ccc(=O)n(Cc3cccc(F)c3)n2)cc1	i
Cc1cc(C)c2sc(N(CCCN3CCOCC3)C(=O)c3ccnn3C)nc2c1	i
Cc1ccc(NC(=O)c2ccc(=O)n(CC(=O)Nc3c(C)cc(C)cc3C)n2)cc1	i
O=C(NC1CCCCC1)N1CCN(CCn2ccnc2)CC1	i
COc1ccc(NC(=O)c2sccc2S(=O)(=O)N2CCN(c3ccccc3F)CC2)cc1	i
COC(=O)c1ccc(C(=O)NCC(C)(O)C2CC2)cc1 (stereo not drawn)	i
O=C(NC1CCc2ccccc21)C1CCN(c2cc(Oc3ccccc3)ncn2)CC1 (stereo not drawn)	i
O=S(=O)(Cc1ccccc1Cl)N(Cc1ccsc1)C1CC1	i
CCOC(=O)Nc1sc(-c2ccccc2)cc1C(N)=O	i
Cc1ccc(NC(=O)Nc2ccc(N3CCCS3(=O)=O)cc2)cc1	i
Cc1cc(NC(=O)c2ccc(C(F)(F)F)cc2)ccc1N1CCCCC1=O	i
O=C(CCc1ccccc1)NCCCS(=O)(=O)N1CCN(c2ccccc2)CC1	i
COc1ccc(NC(=O)c2ccc3c(c2)OCO3)cc1N1CCCCC1=O	i
CCN(CC)C(=O)CN1CCN(c2nccn2CC)CC1	i
CCOc1ccc(C2C(C(=O)Nc3ccc(Cl)cc3)C(C)Nc3ncnn32)cc1OC (stereo not drawn)	i
O=C(NCc1cccc2ccccc12)NCc1cnn2ccccc12	i
COc1ccc(Cl)cc1NC(=O)C(=O)NCCn1ccnc1C	i
COc1ccc2c(c1)CCN(C(=O)c1ccc(OCc3nc(C)cs3)cc1)C2	i
CN(C)S(=O)(=O)c1ccc(C(=O)NCCOc2cccc(C(F)(F)F)c2)cc1	i
Cc1ccccc1OCC(=O)NCC(C)(O)c1ccccc1 (stereo not drawn)	i
COc1ccc(NC(=O)CSc2nnc(Cc3ccccc3)n2N)c(OC)c1	i
O=S(=O)(c1cccc(C(F)(F)F)c1)N1CCC(Cn2cnc3ccccc32)CC1	i
O=C(NCCn1nc(-n2cccn2)ccc1=O)c1ccc2nsnc2c1	i
Cc1cccc(CC(=O)NCC(O)c2ccsc2)c1 (stereo not drawn)	i
COc1ccc2nc(N(CCCN(C)C)C(=O)c3cc(C)no3)sc2c1	i
Cc1ccc(NCCNC(=O)Cc2c[nH]c3ccccc23)nn1	i
COc1ccc(S(=O)(=O)NCC(c2ccsc2)N2CCc3ccccc3C2)cc1Cl (stereo not drawn)	i
Cc1ccc(CNC(=O)C(=O)NCC(C)(O)C2CC2)cc1 (stereo not drawn)	i
Cc1ccc(-n2nnnc2SC(C)C(=O)Nc2nccs2)c(C)c1 (stereo not drawn)	i
Cc1ccc(Cl)cc1NC(=O)CN1N=NC2C(=O)N(c3ccc(F)cc3)C(=O)C21 (stereo not drawn)	i

Carrying on:
Structure | GIRK2 activator
COCCNC(=O)c1ccc(Cn2c(SCC#N)nc3ccccc3c2=O)cc1 | i
COc1cccc(OCC(=O)Nc2ccc(CC(=O)NCc3cccs3)cc2)c1 | i
CCOC(=O)Cn1c(=NC(=O)c2ccno2)sc2cccc(F)c21 | i
COc1ccc(C(=O)NCCS(=O)(=O)N(CC(C)C)CC(C)C)cc1 | i
Cc1ccc2c(CC(=O)N3CCN(C(=O)c4ccco4)CC3)cc(=O)oc2c1 | i
CCOc1ccccc1NC(=O)CN1C(=O)NC2(CCC(C)CC2)C1=O (stereo not drawn) | i
COc1ccc2nc(-c3ccc(NS(=O)(=O)c4cc(C)ccc4C)cc3)cn2n1 | i
CS(=O)(=O)N1CCN(CCn2cccn2)CC1 | i
Cc1ccc(-n2nc3c(c2-n2cccc2)CN(C(=O)c2ccsc2)C3)cc1 | i
COc1ccc2c(=O)c(Oc3ccc(C(=O)N4CCN(c5ccccc5)CC4)cc3)coc2c1 | i
Cc1nn(C2CCS(=O)(=O)C2)c2nc(-c3cccs3)cc(C(=O)N3CCC(C(N)=O)CC3)c12 (stereo not drawn) | i
Cc1nn(CC(=O)NCc2ccco2)c(=O)c2c1cnn2C(C)(C)C | i
CC1CN(C)CCN1CC1CCN(C(=O)CC2CCCCC2)CC1 (stereo not drawn) | i
O=C(Cn1cnc2c(sc3cccc(F)c32)c1=O)NC1CCCC1 | i
CCn1ccnc1N1CCN(CC(=O)NC2CCCCC2)CC1 | i
Cn1cccc1C(CNC(=O)C(=O)NCCC1=CCCCC1)N1CCCCCC1 (stereo not drawn) | i
CCN1CCN(S(=O)(=O)c2cccc3cccnc23)CC1 | i
CC(=O)N1CCN(S(=O)(=O)c2ccc(C(=O)Nc3ccc(C)cc3)cc2)CC1 | i
O=C(Nc1ccc2c(c1)C(=O)N1CCCCC1CCO2)c1ccccc1C(F)(F)F (stereo not drawn) | i
Cc1cc(NC(=O)C(=O)NCC(c2ccc(F)cc2)N2CCOCC2)c2ccccc2n1 (stereo not drawn) | i
COc1ccc(NC(C)=O)cc1NS(=O)(=O)c1c[nH]c(=O)[nH]c1=O | i
O=C(c1cccs1)N1CCN(Cc2nnnn2-c2ccc(F)c(F)c2)CC1 | i
COC(=O)N1CCC(CNC(=O)c2ccc(Cl)s2)CC1 | i
COc1ccc(CCC(=O)N2CCN(c3nccn3C)CC2)cc1 | i
O=C(NCC1(c2cccs2)CCCC1)c1ccccc1Br | i
O=C(NC1CCCC1)c1ccc(Cn2c(=S)[nH]c3ccc(Br)cc3c2=O)cc1 | i
CCn1c(SCC(=O)NC)nnc1-c1cn(C)nc1OC | i
O=[N+]([O-])c1ccc(OCC(O)CN2CCN(c3cccc(Cl)c3)CC2)cc1 (stereo not drawn) | i
COc1cn(CC(=O)Nc2cccc(C(F)(F)F)c2)c(CSc2nnc(C)s2)cc1=O | i
C=CCn1c(SCc2nc(-c3ccc(SC)cc3)no2)nc2cc3c(cc2c1=O)OCO3 | i
Cc1cc(S(=O)(=O)NCCN2CCC(c3cccs3)CC2)ccc1F | i
CC1Cc2ccccc2N1C(=O)C12CCC(C)(C(=O)O1)C2(C)C (stereo not drawn) | i
Cc1ccc(Oc2cccc(NC(=O)c3cccc4ccccc34)c2)nn1 | i
O=C(Cn1nc2c(cc1=O)CCCC2)Nc1cccc2ccccc12 | i
COC(=O)c1ccc(C)c(-n2c(N)c(C(N)=O)sc2=S)c1 | i
O=C(C1=C(O)C(=O)N(c2ccccc2)C1c1ccc(F)cc1)C1CC1 (stereo not drawn) | i
CCOc1ccc(C(=O)NCC2CCN(C3CCCC3)CC2)cc1OCC | i
O=C(NCc1nc2ccccc2n1CCCOc1ccccc1Cl)c1ccco1 | i
Cc1cc(=O)[nH]c(-n2nc(C)c(CCC(=O)Nc3ccccc3-c3ccccc3)c2C)n1 | i
O=C(Cn1c(=O)n(Cc2ccc(F)cc2)c(=O)c2nccnc21)NCc1ccc2c(c1)OCO2 | i
COc1ccc(C2(CNC(=O)C(=O)Nc3cccc(C(F)(F)F)c3)CCCC2)cc1 | i
COc1ccc(OC)c2sc(N(Cc3ccncc3)C(=O)c3ccco3)nc12 | i
Cc1ccc(Cl)cc1N1CCN(c2ccc(S(=O)(=O)c3ccccc3)nn2)CC1 | i
Cn1c(=O)[nH]c(=O)c2c1nc(NCCc1ccccc1)n2CC(=O)O | i
CCCCOC(=O)Cn1c2ccc(OC)cc2c2nc3ccccc3nc21 | i
O=C(Nc1ccccc1Cl)N1CCC(c2cccs2)CC1 | i
COC(=O)c1ccc(NC(=O)Cn2nc(SC)c(S(=O)(=O)c3ccccc3)c2N)cc1 | i
CCn1nnc2c(=O)n(CC(=O)NCc3ccc(C)cc3)cnc21 | i
Cn1ncc2c1ncn1c(-c3ccc(C(C)(C)C)cc3)nnc21 | i
COc1ccc(S(=O)(=O)NCCNc2cc(-n3cccn3)ncn2)cc1Cl | i

Further compounds follow.
Structure | GIRK2 activator
CC(C)NC(=O)c1nsc(C(=O)N2CCN(c3ccc(F)cc3)CC2)c1N | i
O=C(Cn1cc(-c2ccccc2)c(N2CCOCC2)n1)NCc1ccc(C(F)(F)F)cc1 | i
CCOC(=O)c1oc2ccccc2c1NC(=O)C1CCCN1S(C)(=O)=O (stereo not drawn) | i
Cn1nc2c(c1NC(=O)c1ccc([N+](=O)[O-])o1)CCC2 | i
CCCCn1c(CNC(=O)c2ccco2)nc2ccccc21 | i
Cn1nnc2c(N3CCN(C(=O)NCCc4ccccc4)CC3)ncnc21 | i
CCOc1ccc2nc(NC(=O)CCN3C(=O)c4ccccc4S3(=O)=O)sc2c1 | i
CSc1ccccc1NC(=O)C(=O)NCC(C)(O)c1ccc(-c2ccccc2)cc1 (stereo not drawn) | i
COc1ccc(CCNC(=O)CSc2ccc(NC(=O)C3CC3)nn2)cc1 | i
COC(=O)Nc1ccc2c(c1)N(C(=O)C1CC1)CC2 | i
COc1ccc(C)cc1NC(=O)CCn1cnc2c(cnn2-c2ccccc2)c1=O | i
Cc1ccc(C(=O)NCCOc2ccc3nnc(-c4ccccc4)n3n2)cc1C | i
CS(=O)(=O)N1CCC(C(=O)N2CCC(COCc3ccccc3)CC2)CC1 | i
CC(C)c1cc(=O)[nH]c(-n2nc(C3CC3)cc2NC(=O)CSCc2ccccc2)n1 | i
C=CCn1c(SCC(=O)N2CCOCC2)nc2sc3c(c2c1=O)CCCCC3 | i
COc1cc(C)c(C)cc1S(=O)(=O)Nc1cccc(C(=O)O)c1 | i
O=C(NCCc1ccco1)C(=O)Nc1ccc2c(c1)OCCO2 | i
O=c1oc2c3c(ccc2cc1-c1ccccc1)OCN(CC1CCCO1)C3 (stereo not drawn) | i
CCc1c(C)nc(-n2nc(-c3ccco3)cc2NC(=O)c2cc3ccccc3o2)[nH]c1=O | i
O=S(=O)(c1ccccc1C(F)(F)F)N1CCN(c2ccc3nncn3n2)CC1 | i
CN(Cc1ccccc1)S(=O)(=O)c1cc2c3c(c1)CCN3C(=O)CC2 | i
O=S(=O)(NCC1CCN(Cc2ccco2)CC1)c1ccc(Cl)cc1 | i
CCCCOc1ccc(NC(=O)N2CCN(CCn3nc(C)cc3C)CC2)cc1 | i
